Bioassay records from PubChem.
Pemphigus Ab inh: human desmoglein-3 autoantibody binding inhibition. 310,000 compounds, 0.48% hits. AID 588358. binding (percent of control), % at 10 µM. DSG3-coupled beads, scFv-anti-DSG3-GFP binding, flow cytometry; stronger effect = lower value;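 active = binding more than 3 SD below its plate's average and above zero; inconclusive = below that plate limit but binding exactly zero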;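 note: hits lower antibody fragment binding to DSG3; some compounds called inactive have numbers as strong as hits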
Keap1 Nrf2 FP: disrupts human Keap1 binding to Nrf2 peptide. Keap1 Kelch-Nrf2 peptide fluorescence polarization, 1536-well. inhibition, % at 9.4 µM. 340,000 compounds, 0.15% hits. AID 504523; in the data active = inhibition above about 12%; inconclusive = no clear call, values can overlap the other calls; inactive = below about 7.3%;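 note: human Keap1 Kelch domain with fluorescein labeled Nrf2 9mer peptide probe; 0% = neutral control wells and 100% = peptide positive control; higher means more block of Keap1 binding to Nrf2 peptide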
Target sequence (Q14145 whole entry, looked up, the tested form may be a part): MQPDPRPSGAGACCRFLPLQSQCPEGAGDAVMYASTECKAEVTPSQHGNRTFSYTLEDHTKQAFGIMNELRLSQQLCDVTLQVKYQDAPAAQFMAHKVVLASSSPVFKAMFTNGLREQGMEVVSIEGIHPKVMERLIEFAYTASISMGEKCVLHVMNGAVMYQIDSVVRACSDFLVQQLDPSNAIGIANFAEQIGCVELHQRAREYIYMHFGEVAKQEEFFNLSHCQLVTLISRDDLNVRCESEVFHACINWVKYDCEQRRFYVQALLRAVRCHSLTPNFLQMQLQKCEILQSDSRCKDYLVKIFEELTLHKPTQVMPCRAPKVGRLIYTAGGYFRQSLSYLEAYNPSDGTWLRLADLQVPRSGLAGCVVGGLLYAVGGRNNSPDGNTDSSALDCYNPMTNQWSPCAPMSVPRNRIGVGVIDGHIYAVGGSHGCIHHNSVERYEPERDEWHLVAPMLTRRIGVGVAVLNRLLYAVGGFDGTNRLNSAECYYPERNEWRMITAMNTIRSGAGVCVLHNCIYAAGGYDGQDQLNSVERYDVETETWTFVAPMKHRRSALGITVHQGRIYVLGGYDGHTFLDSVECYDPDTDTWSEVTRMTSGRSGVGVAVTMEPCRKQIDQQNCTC
C-LANA FP: blocks KSHV LANA C-terminal domain binding to DNA. MBP-C-LANA/FAM-LBS DNA binding, fluorescence polarization. inhibition, % at 9 µM. 340,000 compounds, 0.078% hits. AID 504423;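 active = highest replicate inhibition at or above 60% at 9 µM, even if other replicates fall short; inactive = all replicates below 60% inhibition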;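 note: 0% = neutral control wells and 100% = 4 µM acridine orange control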
V-ATPase pH: alters yeast V-ATPase proton transport. S. cerevisiae, pHLuorin cytosolic pH fluorescence. response, % at 10 µM. 350,000 compounds, 0.37% hits. AID 504577; in the data active = response mostly above about 7.3%, no sharp cut-off; inactive = mostly below about 5.4%; note: actives read high; inactives centre near 0; some compounds called inactive have numbers as strong as hits; reference of the scale not given here
OPRM1-OPRD1 ag: agonists of human mu-delta opioid receptor heterodimerization; activation, % at 9.3 µM; cells, OPRM1-OPRD1 heterodimerization, luminescence; P35372+P41143; 340,000 compounds, 0.3% hits; in the data active = activation above about 18%;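 note: 0% = vehicle-treated cells and 100% = reference agonist; values of inactives mirror those of a sister screen read the other way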
cardiac RTF act: cardiac RTF calcium sensitization; P19429+P45379; IANBD-labeled TnC RTF fluorescence at EC20 calcium; 0% EC20 calcium, 100% full calcium; activation, % at 7.2 µM; 340,000 compounds, 0.24% hits;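 active = activation above the mean over all tested compounds plus 3 SD, cut at about 30% in these data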;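 note: rise in fluorescence read as greater calcium sensitivity of cardiac thin filaments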
Cardiac RTF inh: cardiac RTF calcium desensitization. inhibition, % at 7.15 µM. IANBD-labeled cardiac RTF, Ca2+ fluorescence. 340,000 compounds, 0.12% hits. P19429+P45379;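 active = inhibition above the mean inhibition of all tested compounds plus 3 SD, cut at about 17% in these data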;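 note: assay run at fixed EC70 calcium of 1.6 mM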
Wnt bcat act: Wnt/beta-catenin pathway activation; activation, % at 9.35 µM; AID 743398; 300,000 compounds, 1.2% hits; Wnt/beta-catenin reporter cell assay, activator, plate reader; in the data active = activation above about 30%, passing the limit was not always enough; inconclusive = no clear call, values can overlap the other calls;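 note: 0% = neutral control wells and 100% = positive control wells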
Arrestin-AP2 inh: blocks beta-arrestin peptide binding to AP2 adaptin; FITC-arrestin peptide / GST-AP2 beads, flow cytometry; AP2 beta2 appendage carries R879A mutation; inhibition, % at 10 µM; 340,000 compounds, 0.31% hits; AID 504490;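 active = inhibition above a set limit, near 3 SD of compounds lacking own fluorescence, cut at about 54% in these data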;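 note: plate controls were DMSO wells for no effect and 5 µM unlabelled arrestin peptide for full effect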
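System: GST-AP2 R879A glutathione beads | Also added: FITC-arrestin peptide, 50 nM | Times: 12 min plus 1 h, RT | Signal: Bead flow cytometry, FITC channel | Buffer or medium: PBS with 0.05% Tween 20 and 0.1% BSA | Read-out basis: Percent drop in bead-associated FITC signal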
MOR-DOR inv ag: mu-delta opioid heterodimer inverse agonism; P35372+P41143; cell-based MOR-DOR heterodimer luminescence; inhibition, % at 9.3 µM; 340,000 compounds, 0.21% hits; in the data active = inhibition above about 22%, passing the limit was not always enough;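 note: 0% = cells with DMSO and 100% = wells without cells with DMSO; values of inactives mirror those of a sister screen read the other way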
* hit, by the source's call; u = inconclusive; x = not tested or not shown.

SMILES	Pemphigus Ab inh	Keap1 Nrf2 FP	C-LANA FP	V-ATPase pH	OPRM1-OPRD1 ag	cardiac RTF act	Cardiac RTF inh	Wnt bcat act	Arrestin-AP2 inh	MOR-DOR inv ag
CC1CC(=O)Nc2ccccc2N1S(=O)(=O)c1ccc(F)cc1F (centres undefined)	104	2	-2.1	-1	-2.1	1	1	0	38	11
CC(=O)N(C(C)=O)c1nc(-c2ccccc2)cn1/N=C/c1cccc([N+](=O)[O-])c1	x	1	1.3	-4	-1.7	-7	7	1	0	8
NC(=O)CCCc1nc(-c2ccccc2)no1	108	2	-0.3	2	-0.9	2	-1	3	14	5
OCCOCCn1c(CCNc2nc(-c3ccc(F)cc3)cs2)nc2cc(C(F)(F)F)ccc21	102	0	-1.2	-6	2.0	-9	-12	-3	2	-11
Cc1nn2c(N3CCOCC3)cc(C(C)C)nc2c1-c1ccccc1	104	-3	-1.1	0	-1.5	-4	-3	15	9	7
COc1cc(C(C)=O)ccc1OCC(=O)Nc1cc(Cl)ccc1-n1cncn1	98	5	-0.7	-3	-2.9	4	-56	-9	-3	15
N#C/C(=C\c1ccc[nH]1)C(=O)NC1CC1	96	-1	0.8	-1	1.1	1	2	x	5	-6
CC1CCC(NC(=O)c2cc3c(s2)CCCC3)CC1 (centres undefined)	111	-1	0.0	2	0.1	-3	3	u	37	-1
c1ccc(-n2cnnc2SCc2nc3ccccc3s2)cc1	95	-1	-2.3	0	-0.8	11	-1	51*	19	4
Cc1ccc(S(=O)(=O)N2CCN(C(=O)CCC(=O)NC3CCCc4ccccc43)CC2)cc1 (centres undefined)	x	0	0.9	-1	-1.2	-3	7	-4	-11	7
O=C(NC1CCN(C(=O)Nc2ccccc2Cl)CC1)c1ccco1	104	-7	-0.9	0	-0.3	11	-13	0	21	2
CCOC(=O)C1CCCN(c2cc(=O)n(Cc3ccc(F)cc3)c(=O)[nH]2)C1 (centres undefined)	89	-2	-1.3	1	-2.6	2	-18	3	10	14
CCCc1cc(=O)[nH]c2nnc(SCC(=O)Nc3ccc4c(c3)OCCO4)n12	97	-6	0.8	-4	2.4	1	2	-2	-7	-15
COc1cccc(CC(=O)Nc2cc(S(=O)(=O)N3CCOCC3)ccc2OC)c1	94	-6	-0.5	-1	-0.4	5	-23	-1	5	3
CCN(C(=O)CN1C=NS(=O)(=O)c2ccccc21)c1ccccc1	98	-2	-1.0	1	-3.5	2	8	-2	2	18
COc1ccc(-c2[nH]ncc2CN2CCCN(C(=O)c3ccco3)CC2)cc1F	98	2	-1.8	1	-1.3	2	-2	1	-8	7
COc1ccc(C(C#N)=C2C=CC(=NO)C=C2)cc1	x	2	2.3	2	-9.6	0	-3	4	-16	48*
O=C(COc1ccc(Cl)cc1Cl)Nc1c(-c2cccs2)nc2ccccn12	110	-5	1.4	-1	9.5	10	-13	x	8	-48
CCN(CC)C(=S)NC(=O)c1cc(OC)c(OC)c(OC)c1	100	1	0.4	-1	-2.1	1	4	1	57*	10
COc1cc(CN(C2CCCCC2C)S(=O)(=O)c2ccc(S(=O)(=O)NC3CC3)cc2)cc(OC)c1OC (centres undefined)	100	3	-0.4	2	3.5	2	7	17	36	-16
CCn1c(=O)c(=O)[nH]c2cc(C(=O)NC3CCCC3)ccc21	100	2	-0.8	1	-2.8	-4	-11	-2	-7	13
O=C(CSCc1cnn(-c2ccccc2)c1-n1cccc1)NCCN1CCOCC1	99	-4	0.9	-2	-2.6	-1	8	-1	17	13
COC(=O)c1ccc([C@@H](O)[C@H](C)C(=O)CC(=O)OC(C)(C)C)cc1	x	-1	2.2	2	-2.2	6	-3	-1	28	13
Cc1ccc(S(=O)(=O)Nc2ccc(C(N)=O)cc2)cc1[N+](=O)[O-]	100	-9	1.0	2	-3.3	-1	-3	0	-7	17
COc1cc(CNc2ccc(S(N)(=O)=O)cc2)ccc1OCc1ccccc1F	121	-5	1.5	0	0.5	-15	0	-1	-11	-3
CCc1ccc(N(C(=O)c2ccco2)C(C(=O)NC2CCCC2)c2ccco2)cc1 (centres undefined)	90	2	-0.7	-5	-3.1	2	-1	x	-2	17
CCOC(=O)C1(C#N)Cc2ccccc2C1	114	2	3.4	2	-0.8	7	-2	-3	11	4
CN(Cc1c(F)cccc1Cl)C(=O)CNC(=O)c1cccs1	x	3	0.8	1	-3.4	-1	4	13	31	18
CC(OC(=O)Cc1n[nH]c(=O)c2ccccc12)C(=O)Nc1ccc(F)cc1 (centres undefined)	100	-7	-1.0	0	-0.9	-5	-8	-1	0	6
C#CCN(C#N)c1nc(NCC)nc(NC(C)C)n1	108	-2	-2.0	2	1.1	-3	-10	-4	7	-6

Entries shown so far that have an aryl methoxy group (seven):
SMILES	Pemphigus Ab inh	Keap1 Nrf2 FP	C-LANA FP	V-ATPase pH	OPRM1-OPRD1 ag	cardiac RTF act	Cardiac RTF inh	Wnt bcat act	Arrestin-AP2 inh	MOR-DOR inv ag
COc1cc(C(C)=O)ccc1OCC(=O)Nc1cc(Cl)ccc1-n1cncn1	98	5	-0.7	-3	-2.9	4	-56	-9	-3	15
COc1cccc(CC(=O)Nc2cc(S(=O)(=O)N3CCOCC3)ccc2OC)c1	94	-6	-0.5	-1	-0.4	5	-23	-1	5	3
COc1ccc(-c2[nH]ncc2CN2CCCN(C(=O)c3ccco3)CC2)cc1F	98	2	-1.8	1	-1.3	2	-2	1	-8	7
COc1ccc(C(C#N)=C2C=CC(=NO)C=C2)cc1	x	2	2.3	2	-9.6	0	-3	4	-16	48*
CCN(CC)C(=S)NC(=O)c1cc(OC)c(OC)c(OC)c1	100	1	0.4	-1	-2.1	1	4	1	57*	10
COc1cc(CN(C2CCCCC2C)S(=O)(=O)c2ccc(S(=O)(=O)NC3CC3)cc2)cc(OC)c1OC (centres undefined)	100	3	-0.4	2	3.5	2	7	17	36	-16
COc1cc(CNc2ccc(S(N)(=O)=O)cc2)ccc1OCc1ccccc1F	121	-5	1.5	0	0.5	-15	0	-1	-11	-3

(continued)
SMILES	Pemphigus Ab inh	Keap1 Nrf2 FP	C-LANA FP	V-ATPase pH	OPRM1-OPRD1 ag	cardiac RTF act	Cardiac RTF inh	Wnt bcat act	Arrestin-AP2 inh	MOR-DOR inv ag
O=C(CSc1nnc(CNC(=O)c2ccccc2F)o1)Nc1ccc2c(c1)OCCO2	84	2	2.3	0	-1.5	-6	-3	-11	-7	9
CC(C)(C)S(=O)N1Cc2ccc(CO)cc2[C@@H]1CCO (some centres undefined)	106	-6	-0.6	-1	2.5	-4	-11	0	-1	-12
CC/C(C)=N/Nc1ccc(S(=O)(=O)N2CCCC2)cc1[N+](=O)[O-]	96	2	0.4	4	5.2	-3	-14	0	-1	-28
CCN1/C(=c2/s/c(=C3/C(=O)N(c4ccccc4)N=C3C)n(CC)c2=O)C=Cc2ccccc21	96	0	-0.7	-3	-2.9	1	-4	4	3	15
CC(Cc1c[nH]c2ccccc12)NC(=O)OCCCl (centres undefined)	107	-2	0.0	-4	-3.4	-8	-5	-2	4	17
Cn1c(SCC(=O)N2CCc3ccccc32)nnc1C1CC1	113	-4	-3.1	6	-0.2	8	-9	-3	22	1
CCCN1C(=O)C(NS(=O)(=O)c2ccc(N)cc2)(C(F)(F)F)C(C(=O)OC)=C1C (centres undefined)	x	-4	0.0	1	-3.8	0	-11	-3	-4	16
CN(CC(=O)NCCc1ccc(S(N)(=O)=O)cc1)S(=O)(=O)c1cccc2nsnc12	110	6	0.8	-9	-1.9	-4	-1	1	80*	10
CC(C)CN(C(=O)c1cc2ccccc2o1)c1c(N)n(CC(C)C)c(=O)[nH]c1=O	102	-1	3.6	1	-2.2	-2	-6	x	-17	10
Cc1ccc(NC(=O)c2ccccc2O)cc1	99	0	0.6	-3	-1.8	-1	-7	19	-6	10
Cc1ccc(NC(=O)c2ccccc2OCC(=O)Nc2ccccc2F)cc1S(=O)(=O)N(C)C	x	1	-3.3	1	-3.0	0	-12	-6	-7	12
CCN(c1ccc(N=Cc2c(O)n(Cc3ccc(OC)cc3)c(=O)c3ccccc23)cc1)C(C)C	304	-4	7.0	-15	0.2	418*	-28	1	-56	-1
O=C(CCn1c2c(c3ccccc31)CCCC2)NNC(=O)c1ccc(Cl)c([N+](=O)[O-])c1	103	-6	0.1	-3	5.2	5	-27	1	0	-29
CC1CCCCC1NC(=O)CCn1ccc2cc(S(=O)(=O)N3CCCC3)ccc21 (centres undefined)	96	-1	2.0	2	-3.9	5	-4	x	3	19
CN(C)C(=O)CCc1ccc2c3c([nH]c2c1)[C@]1(C)[C@@H](C(=O)N2CCOCC2)C[C@H](CC(=O)NCCc2ccccn2)C(=O)N1CC3	107	1	1.3	0	-2.7	-6	-12	-1	0	13
Cc1ccc(N(CC(=O)O)S(=O)(=O)c2cccc3nonc23)cc1	116	-8	-2.8	-2	-1.8	2	-1	0	0	8
COc1cc(C(=O)OCC(=O)NC2CCCC2)cc(NC(=O)c2ccco2)c1OC	104	-6	2.4	5	-2.7	-5	-3	-3	6	14
Cc1cnc(C(=O)OCC(=O)Nc2ccc(OCc3ccccc3)cc2)cn1	98	0	-0.5	2	-3.2	-3	-5	32*	-12	13
COC(=O)c1[nH]c2ccccc2c1NC(=O)CNC1CCCCC1	102	2	0.2	2	-1.2	-3	-4	x	0	7
Cc1cc(S(=O)(=O)NCc2ccccc2)ccc1OCC(=O)N1CCCC1	110	-5	-1.3	1	2.9	7	0	1	-7	-9
CCOC(=O)Cn1cnc(C)c1	87	3	0.0	-1	-1.8	-2	4	-3	3	9
Cc1occc1C(=O)NCc1ccco1	97	1	3.0	4	-0.3	-2	0	0	-8	1
CCCn1c(Sc2nc3c(c(=O)[nH]c(=O)n3C)n2CCC)nc2c1c(=O)[nH]c(=O)n2C	97	1	0.1	-4	-0.5	4	-2	-3	13	3
C[N+](C)(C)CC(O)CC(=O)O (centres undefined)	96	-6	0.6	0	-2.3	-3	10	-2	7	12
COc1ccc(C(=O)Nc2cc(C)c3c(=O)oc4ccccc4c3n2)cc1	-3.5*	-4	1.9	5	0.7	4	-12	1	9	-4
O=C(Cc1cccs1)Nc1ccc(F)c(S(=O)(=O)N2CCOCC2)c1	112	-2	-1.4	2	0.9	0	-3	-2	10	-4
COC(=O)Cc1ccc(NC(=S)NCc2ccc(S(N)(=O)=O)cc2)cc1	97	1	-1.1	0	-1.6	3	-3	2	11	7
